Assay outcomes from PubChem.
TrxR1 inh = qHTS Assay for Inhibitors of Mammalian Selenoprotein Thioredoxin Reductase 1 (TrxR1): qHTS | Thioredoxin reductase 1, cytoplasmic (Rattus norvegicus), O89049 | recombinant rTrxR1, NADPH fluorescence consumption, selenite substrate | Potency, µM (doses to about 114 µM), for inactives: top-dose activity change, negative = inhibition, usual class: inhibitors | 390,000 tested, 1% active; further: potency means the concentration at half of the fitted maximal effect; on the % scale 0 is the no-effect control and ±100 the full control effect; nearly all actives have a fitted effect of over 65% in size
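Rat TrxR1 (90 nM in the dispensed reagent) was pre-reduced with 400 uM NADPH for 5 min at room temperature, then incubated with compound for 15 min. After 400 uM selenite was added, NADPH fluorescence (Ex 340/Em 450 nm) was followed for 8 min.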
TrxR1 substrate = qHTS Assay for Substrates of Mammalian Selenoprotein Thioredoxin Reductase 1 (TrxR1): qHTS; Potency, µM (highest dose often 114 µM), for the others: at the top dose activity change, negative = substrate turnover; 390,000 tested, 0.01% active; purified TrxR1 substrate turnover, NADPH consumption readout; further: potency means the concentration at half of the fitted maximal effect; on the % scale 0 is the no-effect control and ±100 the full control effect; nearly all actives have a fitted effect of over 50% in size
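Rat TrxR1, dispensed at 90 nM, was prereduced with 400 uM NADPH (final) for 5 min at ~22 deg C, then incubated with compound 15 min before 400 uM selenite. A first-read NADPH fluorescence drop versus no-compound background flagged substrates.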
Pin1 inhibitor = qHTS Assay to Find Inhibitors of Pin1 | AID 504891, 2011 | 390,000 tested, 0.009% active | Peptidyl-prolyl cis-trans isomerase NIMA-interacting 1 (Homo sapiens), Q13526 | Pin1 FP peptide displacement, HiFluor488, 10 min | Potency, µM (series often up to 115 µM), for the others: at the highest dose activity, negative = inhibition, most hits filed as inhibitors; active means well fitted inhibition curve with a large enough effect in the polarisation, with a control signal flat, not every such curve was filed as active; inconclusive means small, poorly fitted or top-dose-only effect, or effect the other way, or a change in a side signal; inactive means no such curve, though single readings can be large or run the other way; the % refers to the polarisation; further: potency means the concentration at half of the fitted maximal effect; on the % scale 0 is the no-effect control and ±100 the full control effect
Target sequence (Q13526 whole entry, looked up): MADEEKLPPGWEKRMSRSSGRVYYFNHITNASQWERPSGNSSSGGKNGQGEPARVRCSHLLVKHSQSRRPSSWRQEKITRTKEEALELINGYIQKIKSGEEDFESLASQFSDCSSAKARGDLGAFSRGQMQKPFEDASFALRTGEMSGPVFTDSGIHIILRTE
TRHR enhancer = qHTS for Small Molecule Agonists and Allosteric Enhancers of Human TRH Receptor: Primary Screen for Enhancers; Thyrotropin-releasing hormone receptor (Homo sapiens), P34981; AID 493056, 2011; 360,000 tested, 0.66% active; TRHR cells, fluo-8 calcium fluorescence, EC20 TRH enhancement; enhancement, % at 2 µM; in the data active means enhancement above about 30%; further: 0% is about no effect
Target sequence (P34981 whole entry, looked up): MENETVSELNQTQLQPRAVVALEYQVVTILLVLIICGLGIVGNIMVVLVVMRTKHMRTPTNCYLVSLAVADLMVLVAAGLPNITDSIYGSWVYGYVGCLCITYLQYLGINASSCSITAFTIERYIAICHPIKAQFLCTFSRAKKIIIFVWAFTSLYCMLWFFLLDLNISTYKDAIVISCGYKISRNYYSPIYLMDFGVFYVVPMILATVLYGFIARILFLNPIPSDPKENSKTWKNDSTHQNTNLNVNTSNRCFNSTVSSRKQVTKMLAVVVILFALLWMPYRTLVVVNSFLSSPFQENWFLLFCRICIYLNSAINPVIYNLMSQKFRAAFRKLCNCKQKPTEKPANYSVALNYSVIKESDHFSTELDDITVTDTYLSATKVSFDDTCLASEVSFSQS
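TRHR-expressing cells loaded with fluo-8 calcium dye were read kinetically (ex 480/em 530) during compound addition, then stimulated with an EC20 of TRH (10 nM final). Enhancement of the Gq-mediated intracellular calcium response was scored.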
D2 agonist = HTS Assay for Allosteric Agonists of the Human D2 Dopamine Receptor: Primary Screen for Agonists; D(2) dopamine receptor (Homo sapiens), P14416; HEK293 T-REx D2 cells, calcium flux agonist mode; activation, % at 2 µM; 340,000 tested, 0.53% active; AID 485358, 2010;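 active means activation over 3 SD above normal in the single-dose calcium agonist read, cut at about 30% in these data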; further: 0% is about no effect
Target sequence (P14416 whole entry, looked up): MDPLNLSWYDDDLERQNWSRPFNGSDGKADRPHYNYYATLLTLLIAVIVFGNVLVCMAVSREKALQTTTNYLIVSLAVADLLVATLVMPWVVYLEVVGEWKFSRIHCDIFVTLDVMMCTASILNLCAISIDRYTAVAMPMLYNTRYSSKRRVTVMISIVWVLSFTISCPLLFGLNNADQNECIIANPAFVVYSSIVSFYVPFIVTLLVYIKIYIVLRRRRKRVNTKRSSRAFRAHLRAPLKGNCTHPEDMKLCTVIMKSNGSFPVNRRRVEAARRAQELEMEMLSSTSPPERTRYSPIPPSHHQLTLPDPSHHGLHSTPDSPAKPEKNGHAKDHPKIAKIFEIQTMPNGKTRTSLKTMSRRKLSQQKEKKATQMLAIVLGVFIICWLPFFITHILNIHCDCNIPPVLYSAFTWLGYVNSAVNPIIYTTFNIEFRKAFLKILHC
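HEK293 Trex D2 cells, tetracycline-induced, o/n 30 C 5% CO2; no-wash Ca dye, RT 30–90 min; 10-cycle baseline, 23 nl cpd added, kinetic Ca read 180 s; agonist hits = positive Ca response.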
TRHR agonist = qHTS for Small Molecule Agonists and Allosteric Enhancers of Human TRH Receptor: Primary Screen for Agonists; TRHR cells, calcium flux fluo-8, FDSS agonist mode; 360,000 tested, 0.18% active; Thyrotropin-releasing hormone receptor (Homo sapiens), P34981; AID 493084, 2011; activation, % at 2 µM; in the data active means activation above about 30%; further: 0% is about no effect
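Agonist-mode FDSS calcium read (Ex 480/Em 530, 1 s cycles) in 1536-well TRHR cells with fluo-8 dye, after 10-cycle baseline and 23 nL compound addition; TRH at EC20 (10 nM final) added afterwards for the enhancer phase.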
D2 antagonist = HTS Assay for Allosteric Antagonists of the Human D2 Dopamine Receptor: Primary Screen for Antagonists. D(2) dopamine receptor (Homo sapiens), P14416. HEK293 TREx D2 cells, calcium flux, dopamine EC80. inhibition, % at 10 µM. 340,000 tested, 2% active. AID 485344, 2010; in the data active means inhibition above about 30%; further: 0% is about no effect
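Read-out: kinetic calcium fluorescence (1 cycle/s) in inducible HEK293 T-REx D2 cells after an EC80 dopamine addition that followed 180 s compound preincubation. Loss of the dopamine response indicates antagonism.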
IDH1 R132H inh = qHTS for Inhibitors of mutant isocitrate dehydrogenase 1 (IDH1): qHTS; IDH1-R132H enzyme, NADPH consumption, diaphorase/resazurin fluorescence; Potency, µM (highest dose often 76.6 µM), inactives show at the top dose activity change, negative = inhibition, usual class: inhibitors; 390,000 tested, 0.093% active; further: potency means the concentration at half of the fitted maximal effect; on the % scale 0 is the no-effect control and ±100 the full control effect; nearly all actives have a fitted effect of over 65% in size
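IDH1-R132H (0.5 ug/mL) preincubated 30 min with compound, then NADPH (0.016 mM) and alpha-KG (2 mM) added; 80 min at RT, pH 7.5. Remaining NADPH coupled via diaphorase/resazurin to fluorescence (540/590 nm); concentration-response curves normalized to no-enzyme control.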
USP1 inh = Inhibitors of USP1/UAF1: Primary Screen; 390,000 tested, 0.23% active; Potency, µM (series often up to 57.1 µM), for the others: at the highest dose activity change, negative = inhibition, hits mostly inhibitors; Ubiquitin carboxyl-terminal hydrolase 1 (Homo sapiens), O94782; recombinant USP1/UAF1, Ub-Rhodamine cleavage fluorescence; further: potency means the concentration at half of the fitted maximal effect; on the % scale 0 is the no-effect control and ±100 the full control effect; nearly all actives have a fitted effect of over 60% in size; inactives centre near -12
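Step one: compound is pinned into 1nM USP1/UAF1 in HEPES pH 7.8 buffer with TCEP. Step two: 15 min room-temperature incubation. Step three: Ub-Rho (150nM final) starts cleavage, tracked by fluorescence over six one-minute reads.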
Numbers without * were called inactive; ? = inconclusive; nt = no result given; & = joins results of further samples; [ ] = another dose, or the depositor's remark. Unless noted, the call rests on the fitted dose curve; in most records, active means well fitted inhibition curve with a large enough effect; inconclusive means small, poorly fitted or top-dose-only effect; inactive means no such curve, though single readings can be large or run the other way. A portion of the library, so the mix of outcomes need not match the whole.

SMILES | TrxR1 inh | TrxR1 substrate | Pin1 inhibitor | TRHR enhancer | D2 agonist | TRHR agonist | D2 antagonist | IDH1 R132H inh | USP1 inh
COCCC1CCCCN1Cc1cn(-c2ccccc2)nc1-c1ccc2c(c1)OCO2 (stereo not given) | 15% | 8% | 0% | 2 | 0.4 | 0.9 | -12 | 0% | -13%
Cc1cc(=S)c2cccc(C)c2[nH]1 | 10%[57.1 µM] | 6%[57.1 µM] | 0% | -16 | 0.2 | -0.3 | -4 | 10% | -23%
CCOc1ccc(NS(=O)(=O)c2ccc3c(c2)CCCN3C(=O)C2CCC2)cc1 | 12%[57.1 µM] | 1%[57.1 µM] | 2% | -2 | 0.5 | -0.2 | nt | 2% | -19%
O=S(=O)(c1ccc(Cl)cc1)c1ccccn1 | 26% | 11% | -1% | -1 | -0.1 | -0.7 | -5 | -4% | -2%
COc1ccccc1NS(=O)(=O)c1ccc(C(=O)N2CC(C)OC(C)C2)cc1 (stereo not given) | 14% | 1% | -7% | 4 | -0.1 | 0.1 | 3 | -3% | -8%
COCCCNC(=O)CN1C(=O)c2ccccc2C1=O | 17% | -5% | -9% | -4 | -0.5 | 0.7 | -4 | 1% | -10%
CC1CN(CCc2ccccc2)c2nc3c(c(=O)[nH]c(=O)n3C)n2C1 (stereo not given) | 25%[57.1 µM] | 10%[57.1 µM] | -4% | 3 | -1.8 | 1.3 | -4 | 0% | -3%
O=C1NC2CCc3nc4ccccc4c(=O)n3C2=Nc2ccccc21 (stereo not given) | -13% | 1% | -21% | 3 | 0.7 | 0.8 | -7 | -7% | 3%
CC(=O)Nc1nc2cc3c(cc2s1)OCCO3 | -4%[57.1 µM] | 2%[57.1 µM] | 5% | 1 | 1.3 | 0.6 | 21 | -7% | 6%
Nc1c(N=Nc2cccc(Cl)c2)c(=O)[nH]n1-c1ccccc1 | 0% | -9% | -26% | 6 | -1.0 | -0.3 | -12 | 3% | -5%
FC(F)(F)c1cccc(-c2cc(C3CCNCC3)[nH]n2)c1 | -1%[57.1 µM] | 16%[57.1 µM] | -3% | 2 | -0.2 | 1.1 | -9 | 8% | -8%
CCCc1oc2c(c(=O)c1CC)C(=O)CC(C)(C)C2 | 0%[57.1 µM] | -2%[57.1 µM] | 1% | 13 | 0.4 | -1.1 | 4 | 2% | -16%

Single records, as listed above:
CCCc1oc2c(c(=O)c1CC)C(=O)CC(C)(C)C2 in the list: TrxR1 inh = 0%[57.1 µM]; TrxR1 substrate = -2%[57.1 µM]; Pin1 inhibitor = 1%; TRHR enhancer = 13; D2 agonist = 0.4; TRHR agonist = -1.1; D2 antagonist = 4; IDH1 R132H inh = 2%; USP1 inh = -16%
CCOc1ccc(NS(=O)(=O)c2ccc3c(c2)CCCN3C(=O)C2CCC2)cc1 in the list: TrxR1 inh = 12%[57.1 µM]; TrxR1 substrate = 1%[57.1 µM]; Pin1 inhibitor = 2%; TRHR enhancer = -2; D2 agonist = 0.5; TRHR agonist = -0.2; D2 antagonist = nt; IDH1 R132H inh = 2%; USP1 inh = -19%

3 of the compounds above, with two lines to a compound:
Results follow in this order: TrxR1 inh | TrxR1 substrate | Pin1 inhibitor | TRHR enhancer | D2 agonist | TRHR agonist | D2 antagonist | IDH1 R132H inh | USP1 inh
- O=S(=O)(c1ccc(Cl)cc1)c1ccccn1
→ 26% | 11% | -1% | -1 | -0.1 | -0.7 | -5 | -4% | -2%
- O=C1NC2CCc3nc4ccccc4c(=O)n3C2=Nc2ccccc21 (stereo not given)
→ -13% | 1% | -21% | 3 | 0.7 | 0.8 | -7 | -7% | 3%
- COCCCNC(=O)CN1C(=O)c2ccccc2C1=O
→ 17% | -5% | -9% | -4 | -0.5 | 0.7 | -4 | 1% | -10%

(more compounds)
SMILES | TrxR1 inh | TrxR1 substrate | Pin1 inhibitor | TRHR enhancer | D2 agonist | TRHR agonist | D2 antagonist | IDH1 R132H inh | USP1 inh
COc1ccc(Cl)cc1-c1nc(-c2ccc(NC(=O)c3cccs3)cc2)no1 | 26% | 23% | 128%[activator] | 19 | 1.2 | 1.9 | -10 | 2% | -24%
CCN(CC)C(=O)c1cccc2c1C(=O)c1ccccc1-2 | 8% | -3% | ? | 0 | 0.6 | 0.0 | 15 | 1% | -24%
CC1CN(C(=O)c2ccccc2NS(=O)(=O)c2ccc(Cl)cc2)CC(C)O1 (stereo not given) | 0% | -7% | -1% | nt | nt | nt | nt | 2% | -6%
CCOC(=O)CSc1nc2cc(C(=O)N3CCC(C(N)=O)CC3)ccc2c(=O)n1-c1ccccc1 | 2% | 3% | -1% | 0 | -2.3 | 0.2 | 8 | 4% | -1%
CCCc1nnc(NC(=O)c2cc(=O)c3cc(C)c(C)cc3o2)s1 | -5% | -3% | 3% | -1 | -0.3 | -0.6 | nt | 4% | 8%
COc1ccc(CCNC(=O)[C@@H](NC(=O)N2CC(=O)Nc3ccccc32)C(C)C)cc1OC | -12% | -5% | -8% | -12 | 0.0 | -0.3 | -3 | -3% | -21%
CCOc1ccc(C(=O)CCN2CCCCCC2)cc1 | 0.25µM* | 1% | 3% | -1 | nt | 8.5 | nt | 1% | -1%
CN(CC(=O)NCCc1ccccc1)Cc1ccco1 | ? | 8% | -4% | 2 | 0.5 | -0.1 | -33 | 13% | -3%
Cn1nc(C(F)(F)F)c(C(=O)Nc2ccc(F)cc2F)c1Cl | 11%[57.1 µM] | 10%[57.1 µM] | -1% | 5 | 0.1 | -0.5 | 0 | 0% | -10%
COc1ccc(/C=C(/C(=O)NCc2ccccc2)c2ccccc2)cc1 | 8% | -8% | 7% | -8 | -0.8 | 5.2 | 22 | 5% | -2%
CC(C)=CCN1CCN(Cc2c[nH]c3ccccc23)CC1CCO (stereo not given) | -3%[57.1 µM] | -7%[57.1 µM] | -3% | -7 | 0.1 | 0.5 | 47* | -1% | -10%
CC(C)(C)N1CC(C(=O)Nc2ccc(C#N)cc2)CC1=O (stereo not given) | 6%[57.1 µM] | 9%[57.1 µM] | -6% | 0 | 0.2 | 0.5 | -1 | 5% | -12%
O=C(CN1N=C(c2ccccc2)CCC1=O)NCc1ccco1 | nt | nt | nt | 2 | -0.2 | -0.1 | -3 | nt | nt
COc1ccc(C(CNC(=O)COc2ccc(C)c(C)c2)N2CCCCC2)cc1 (stereo not given) | 11%&6% | 2%&-1% | 11%&2% | 7&1 | -0.2&-1.1 | -0.4&-0.2 | -2 | 7%&12% | ?
Cc1ccc(S(=O)(=O)N2CCN(C(=O)COc3ccc(Br)cc3)CC2)cc1 | 9% | 1% | 15% | 1 | 1.0 | 0.1 | -8 | 0% | -14%
CN(Cc1ccccc1)C(=O)C(=O)Nc1ccc2nc3n(c(=O)c2c1)CCCCC3 | 20% | 8% | -7% | 10 | -0.3 | -0.7 | nt | 2% | -27%
C/C(CC(=O)Nc1ccc(Cl)cc1Cl)=N\NC(N)=S | -13% | -6% | -15% | 0 | 0.7 | 0.0 | -10 | -1% | 0%
COc1ccccc1-n1c(SCC(=O)Nc2ccc(NC(C)=O)cc2)nc2c([nH]c3ccccc32)c1=O | 3% | 10% | 9% | -16 | 0.4 | 0.8 | -9 | 2% | -5%
CC(C)C(=O)N1CCN(c2ccc(NC(=O)c3ccc4c(c3)OCCO4)cc2)CC1 | 8%[57.1 µM] | 10%[57.1 µM] | 5% | -4 | 1.0 | 1.1 | 13 | -7% | -8%
O=C(Cn1c(C(F)(F)F)nc2ccccc21)NCCCN1CCOCC1 | -9% | 0% | 3% | 0 | 0.5 | 0.3 | -10 | 1% | -12%
O=C(O)CC(NC(=O)C(F)(F)F)c1ccc2c(c1)OCO2 (stereo not given) | 14%[57.1 µM] | 8% | -4% | -3 | 3.4 | -0.4 | -5 | 10% | -21%
CSc1ncccc1C(=O)OCC(=O)N1CC2(C)CC1CC(C)(C)C2 (stereo not given) | 16%[57.1 µM] | 10%[57.1 µM] | 1% | nt | nt | nt | nt | 6% | -21%
O=C(O)c1cc([N+](=O)[O-])ccc1C(=O)Nc1cccc([N+](=O)[O-])c1 | 10%[57.1 µM] | 7%[57.1 µM] | 5% | 12 | -0.3 | -0.6 | 7 | 9% | -10%
CSc1ccc(CNc2ncc(-c3cccc([N+](=O)[O-])c3)n2C)cc1 | 12% | -4% | -17% | 11 | -1.3 | -0.9 | -17 | 12% | -23%
COc1cccc(N2C(=O)C3C(C2=O)C2C=CC3C23CC3)c1 (stereo not given) | 10%[57.1 µM] | -9% | -2% | -1 | 0.6 | 0.4 | -13 | 2% | -2%
NC(=O)NCc1ccccc1 | -3%[57.1 µM] | -4% | 6% | 4 | nt | 0.1 | nt | 8% | -10%
CC1CCc2sc(C(=O)OCC(=O)NCc3ccccc3)cc2C1 (stereo not given) | 0% | -8% | 1% | 6 | 0.2 | 0.8 | -9 | 4% | -3%
COc1ccc(NC(=O)CCS(=O)(=O)c2ccc3c(c2)CCN3C(C)=O)cc1 | 23% | 3% | -2% | 3 | 0.1 | 0.0 | 13 | 3% | -20%
CNC(=O)Nc1cccc(-c2ccnc(C)n2)c1 | 8%[57.1 µM] | 12%[57.1 µM] | -1% | -1 | -0.7 | 0.2 | -3 | 5% | -19%
